Yfh1-off respiration: enhancers of respiration in Yfh1-depleted yeast, dose response, Friedreich's ataxia, plus single-dose screen (AID 1465); S. cerevisiae Yfh1-off respiration, WST-1 reduction, 72 h; higher fold induction means a stronger effect; fold induction at 50 µM, or EC50 in µM where a hit was titrated; 220,000 tested, 0.074% active;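 active means fold induction of absorbance versus untreated yeast above a set limit, then at least 30% activation at any dose in follow-up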;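 further: activators that raise dye reduction in frataxin-depleted yeast; strong numbers were not always called active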
NOD1 NF-kB reporter: NOD1 signaling inhibitors, primary screen, cell-based, luminescence, uHTS (AID 1578) | NOD1-driven NF-kB luciferase reporter cells, luminescence; higher % means a stronger effect | inhibition, % at 4 µM; hits with a dose series show EC50 in µM | 290,000 tested, 1% active; in the data active means inhibition mostly above about 36%, no sharp cut-off; inactive means mostly below about 34%;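 further: HEK-293T reporter cells stimulated with the NOD1 agonist gamma-tri-DAP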
KOR beta-arrestin-1: KOR agonists, beta-arrestin recruitment, primary screen, cell-based, luminescence, uHTS (AID 1777) | KOR beta-arrestin recruitment, luminescence; higher % means a stronger effect | Kappa-type opioid receptor (Homo sapiens) | activation, % at 10 µM, or EC50 in µM where a hit was titrated | 280,000 tested, 0.02% active; in the data active means activation above about 50%, passing the limit was not always enough; further: a part of the inactive calls stands beside numbers as strong as those of hits
GPR55 activation: GPR55 agonists via beta-arrestin recruitment, primary screen, imaging, U2OS cells, beta-arrestin-GFP redistribution (AID 1961). U2OS GPR55 beta-arrestin-GFP redistribution imaging; higher % means a stronger effect. activation, % at 10 µM; hits with a dose series show EC50 in µM. 290,000 tested, 0.048% active;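 active means activation above 40% with more than 50 cells counted in the well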;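 further: U2OS osteosarcoma cells stably expressing GPR55 and beta-arrestin-GFP; plate controls were DMSO negative control for no effect and LPI positive control for full effect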
ER stress rescue: rescue of cells from ER stress-induced death, primary screen, 384-well, CSM14.1, thapsigargin, ATP luminescence (AID 1222) | 190,000 tested, under 10 active | one-dose cellular ATP content (survival), % at 20 µM; EC50 in µM for titrated hits | CSM14.1 thapsigargin-induced death rescue, ATP luminescence; higher % means a stronger effect;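 active means EC50 below 50 µM in the dose-response confirmation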;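 further: death triggered by thapsigargin at about 15 µM added after 2 h compound pretreatment; cell ATP read after overnight thapsigargin exposure of roughly 18 to 22 hours; normalized against plate controls of thapsigargin alone and 5% DMSO vehicle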
NTR1 agonist: agonists of NTR1, primary screen, imaging, U2OS cells, beta-arrestin-GFP, high content (AID 493036). NTR1-U2OS beta-arrestin-GFP spot imaging, agonist mode. activation, % at 20 µM. 330,000 tested, 0.17% active. Neurotensin receptor type 1 (Homo sapiens), P30989;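 active means activation at or above 40% of the spot to cytoplasm intensity ratio, with at least 20 cells analyzed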;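 further: 0% = DMSO without peptide and 100% = 100 nM NTR1 peptide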
Target sequence (P30989 whole entry, looked up): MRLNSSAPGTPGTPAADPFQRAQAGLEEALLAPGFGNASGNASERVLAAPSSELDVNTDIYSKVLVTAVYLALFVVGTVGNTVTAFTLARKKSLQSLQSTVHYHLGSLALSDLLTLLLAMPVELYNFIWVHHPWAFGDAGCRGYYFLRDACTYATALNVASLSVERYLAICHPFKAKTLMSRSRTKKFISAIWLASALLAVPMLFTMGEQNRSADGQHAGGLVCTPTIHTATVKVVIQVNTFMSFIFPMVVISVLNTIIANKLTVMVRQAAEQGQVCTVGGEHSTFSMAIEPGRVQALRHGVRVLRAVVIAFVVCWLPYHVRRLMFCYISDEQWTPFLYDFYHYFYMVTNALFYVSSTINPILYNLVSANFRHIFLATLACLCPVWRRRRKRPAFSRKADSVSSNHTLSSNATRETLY
TNAP activators: human TNAP enzyme activators, primary screen, biochemical, luminescent, no phosphate acceptor, uHTS (AID 1001); purified TNAP, luminescent activation assay, no phosphate acceptor; higher activation fold means a stronger effect; one-dose activation fold at 20 µM; EC50 in µM for titrated hits; 200,000 tested, 0.03% active; in the data active means activation fold from about 3, or a potency from the dose series; inactive means the rest, 99 in 100 with activation fold below about 1.6; further: many of its hits are not listed in these tables
NOD2 inhibition: NOD2 signaling inhibitors, cell-based, luminescence, uHTS, HEK293 (AID 1566) | HEK293 NOD2/NF-kB luciferase reporter, luminescence; higher % means a stronger effect | inhibition, % at 4 µM; hits with a dose series show EC50 in µM | 290,000 tested, 0.63% active; further: many of its hits are not listed in these tables
KOR beta-arrestin-2: KOR antagonists, beta-arrestin recruitment, cell-based, luminescence, uHTS (AID 1778) | Kappa-type opioid receptor (Homo sapiens) | KOR beta-arrestin recruitment, luminescence, antagonist mode; higher % means a stronger effect | one-dose inhibition, % at 10 µM; IC50 in µM for titrated hits | 290,000 tested, 0.091% active; further: strong numbers were not always called active
NTR1 agonist cell count 20 µM: recorded beside NTR1 agonist, whose call it bears; cell count; measured here: cell count, cytotoxicity flag
Starred values were filed as active, the others as inactive; i = inactive; x = not tested or not shown; [ ] = dose if it differs, or a comment. Unless noted, no stated cut-off is given here; in the data, active means inhibition above about 50%; inactive means the rest.

Each structure is followed by: KOR beta-arrestin-2	KOR beta-arrestin-1	Yfh1-off respiration	TNAP activators	NOD1 NF-kB reporter	NTR1 agonist	NTR1 agonist cell count 20 µM	GPR55 activation	NOD2 inhibition	ER stress rescue
1: Cc1ccc(S(=O)(=O)N(CC#N)CC#N)cc1
→ -7.0%	-0.7%	i	1	-29.2%	0.8	42	0.2%	15.5%	0.2%
2: Oc1oc(-c2ccccc2Br)nc1/C=N/c1ccccn1
→ 4.0%	-2.8%	i	1.1	-38.7%	-1.6	95	0.0%	-78.2%	-0.4%
3: COc1ccc(NC(=O)CSc2nc(O)cc(=O)n2-c2ccccc2)cc1
→ 0.3%	2.5%	x	x	-22.3%	0.2	61	-0.1%	0.4%	x
4: CS(=O)(=O)Nc1ccc(S(=O)(=O)Nc2nccs2)cc1
→ 7.8%	-2.1%	i	1	3.6%	0.8	51	-0.2%	19.0%	-2.9%
5: COc1ccc(C(=O)COC(=O)c2cccnc2Cl)c(OC)c1
→ -25.9%	2.6%	i	1	-26.5%	-0.2	108	0.1%	-21.6%	0.7%
6: CC(C)c1ccc(NC(=O)COC(=O)c2c[nH]c(=O)[nH]c2=O)cc1
→ 16.8%	5.0%	i	1.1	-15.8%	0.8	57	0.2%	8.3%	-1.6%
7: COC(=O)c1nn(-c2ccccc2)c(Sc2ccc(OC)cc2)c1/C=N/O
→ -11.5%	1.5%	i	1	-14.7%	0.1	54	-0.2%	-5.7%	-1.3%
8: Cc1cccc(NC(=O)CSc2nnc(CCC(=O)Nc3ccc(C)c(Cl)c3)n2C)c1
→ 8.3%	10.5%	i	1.1	-20.8%	1.9	58	0.1%	4.4%	-1.5%
9: COCCCNC(=O)CS(=O)Cc1nc(-c2ccccc2C)oc1C (configuration not stated)
→ 14.2%	-2.0%	i	0.9	0.4%	0.0	103	-0.2%	12.9%	-0.3%
10: O=C(Nc1cccc(Cl)c1)N1CCN(c2ncccn2)CC1
→ 23.1%	-3.6%	i	1	-14.7%	-1.8	94	0.2%	-19.0%	x
11: Cc1ccc(S(=O)(=O)NC(Cc2ccccc2)C(=O)O)cc1 (configuration not stated)
→ -21.0%	3.7%	i	1	-30.6%	-0.3	40	-0.5%	9.4%	-0.4%
12: COc1cccc(C(C(=O)NC(C)(C)C)N(Cc2ccc(C)cc2)C(=O)CCC(=O)Nc2cc(C)on2)c1OC (configuration not stated)
→ 27.6%	-2.2%	x	x	14.7%	1.4	56	0.0%	1.7%	x
13: CCO[C@H]1OC(C(N)=O)=C[C@@H](C2CCCCC2)[C@@H]1CCCO
→ -7.8%	-2.0%	i	1.1	-21.8%	-2.6	80	0.1%	0.3%	1.6%
14: Cc1[nH]c(=S)c(C#N)c(C)c1Cc1ccc(Cl)cc1Cl
→ -6.6%	2.1%	i	x	2.9%	1.4	56	-0.1%	-8.8%	x
15: CCOC(=O)CSCC(=O)N1N=C(c2cccs2)CC1c1ccc(F)cc1 (configuration not stated)
→ 13.4%	2.7%	i	1.9	-13.1%	-0.6	57	0.0%	-4.8%	-0.8%
16: COc1ccc(N(C(=O)CNC(=O)c2ccco2)C(C(=O)NCC2CCCO2)c2ccccc2)c(OC)c1 (configuration not stated)
→ 6.0%	-3.2%	x	x	-24.5%	0.6	33	0.0%	0.9%	x
17: Cc1[nH]c(=S)sc1Cc1ccc(Cl)c(Cl)c1
→ 1.0%	-1.6%	i	0.6	-0.8%	-0.4	55	0.0%	-20.5%	-3.1%
18: Cc1nn(-c2ccccc2)c(Cl)c1/C=N/NC(=O)c1cccnc1
→ -4.2%	1.2%	i	1.1	-5.7%	-1.4	40	-0.2%	-5.3%	0.8%
19: O=C(C1=C(O)C(=O)N(CCc2ccccc2)C1c1cccnc1)c1ccco1 (configuration not stated)
→ -25.7%	5.9%	i	1.1	6.7%	2.1	54	-0.1%	3.7%	0.2%
20: Cc1cc(C)n2nc(C(=O)NCc3ccccc3)nc2n1
→ -10.8%	-3.3%	i	1.2	-6.4%	2.0	36	0.1%	1.9%	-1.6%
21: Nc1nnc(N)c2ccccc12
→ -11.8%	0.4%	i	1.2	-40.3%	1.6	40	-0.7%	-10.6%	0.6%
22: Cc1cccc(C(=O)Nc2ccc3c(c2)ncn3C)c1
→ -30.0%	-0.4%	x	x	-2.3%	1.8	42	0.0%	-40.5%	x
23: COC(=O)N1[C@H](Cc2ccccc2)C=C[C@]1(C)C(=O)NCc1ccccn1
→ 4.9%	3.7%	i	1.1	-16.5%	2.0	26	-0.1%	6.0%	-2.8%
24: COC(=O)[C@H](CC(C)C)NC(=O)N1CCC(C)CC1
→ 25.8%	0.4%	i	x	-1.9%	-0.9	55	-0.1%	16.0%	x
25: Cc1ccc(-c2cc(Cc3ccc(N(C)C)cc3)c(=O)[nH]n2)cc1
→ 29.5%	-1.0%	i	x	-4.0%	-0.3	28	0.3%	9.7%	x
26: Cc1cc(C)c(S(=O)(=O)c2c(C)cccc2C)c(OCC(C)C)n1
→ -12.8%	-2.3%	i	1.1	-12.2%	7.8	91	0.3%	-14.4%	-1.1%
27: CCCCn1nnc(NC(=O)CC23CC4CC(CC(C4)C2)C3)n1
→ 4.4%	1.2%	i	1.1	-18.5%	3.6	52	-0.2%	1.6%	x
28: CC1(C)CC(=O)C(C=NCCc2ccc(S(N)(=O)=O)cc2)=C(O)C1
→ -0.4%	6.8%	i	1	-24.9%	-0.5	78	0.2%	-9.3%	-1.7%
29: Cn1c(C(C(=O)NCC2CCCO2)N(CCc2ccccc2)C(=O)Cn2nnc3ccccc32)nc2ccccc21 (configuration not stated)
→ -9.3%	0.8%	i	1.1	-45.2%	-0.9	53	-0.2%	10.8%	-4.1%
30: CCC(=O)NC(=S)Nc1ccc(NC(=O)c2ccco2)cc1
→ 4.5%	-4.8%	i	1.1	-33.0%	-0.3	40	-0.2%	-9.5%	0.6%
31: Cc1cc(C)c(C)c(S(=O)(=O)NNC(=O)c2cccc(S(=O)(=O)N3CCOCC3)c2)c1C
→ -16.5%	3.2%	i	1.1	-12.5%	-1.7	62	1.2%	18.7%	7.6%
32: COC(=O)CCCN1C(=O)c2cccc3cccc(c23)C1=O
→ -3.3%	-6.4%	x	x	-35.6%	-0.8	48	-0.1%	0.9%	x
33: O=C(O)c1ccccc1-c1nc(-c2ccccc2)c(-c2ccccc2)[nH]1
→ 7.3%	0.8%	i	1.1	-33.1%	-1.2	93	0.2%	8.4%	0.4%
34: O=C(C1=C[C@H](c2ccc(Br)cc2)C[C@H](OCCCCO)O1)N1CCN(Cc2ccccc2)CC1
→ -20.9%	4.8%	i	1.1	4.9%	0.6	89	-0.2%	21.5%	1.7%
35: CCCN1CCN(CCCNC(=O)c2cc3c(=O)[nH]c4ccccc4c3s2)CC1
→ 14.4%	-1.7%	i	1	-0.3%	3.2	36	0.0%	14.3%	-14.5%
36: COc1cc2c(=O)n(CCCC(=O)NCC3CCCO3)c(=O)n(CC(=O)c3ccc(F)cc3)c2cc1OC (configuration not stated)
→ -6.7%	1.3%	i	1	6.0%	-1.1	67	0.1%	12.8%	-6.7%
37: COCC(C)n1c(C)cc(C(=O)CSc2cc(C)c3ccccc3n2)c1C (configuration not stated)
→ 14.1%	0.2%	i	1.1	-6.4%	5.0	54	0.0%	22.4%	-6.5%
38: Cc1ccc(CN2CCSc3sccc3C2=O)cc1
→ -20.2%	2.1%	i	1.1	-50.8%	0.0	25	0.2%	-13.2%	-0.1%
39: COC(=O)c1ccccc1NC(=O)c1cccc(NC(=O)C(C)C)c1
→ -42.6%	-1.2%	i	1.1	25.9%	1.1	76	-0.2%	8.0%	1.2%
40: O=C1C2CC(O)CN2C(=S)N1Cc1ccccc1 (configuration not stated)
→ 38.0%	3.1%	i	x	9.4%	-0.5	48	0.5%	-0.2%	x
41: Cc1csc(C2=C(O)CN(CCc3ccccc3)C2=N)n1
→ 8.2%	-5.4%	i	1.2	-0.6%	-0.9	48	0.1%	4.4%	0.3%
42: CCC(C)NC(=O)c1c(N)n(/N=C/c2cccs2)c2nc3ccccc3nc12 (configuration not stated)
→ -7.8%	7.2%	i	1.1	30.4%	x	x	-0.1%	-20.6%	-2.3%
43: O=C(NCCCN1CCOCC1)c1ccc(Cl)s1
→ 6.5%	-4.3%	i	1.2	4.9%	1.1	50	0.2%	13.8%	-1.2%
44: CC(C)(C)c1ccc(C(=O)Nc2ccc(NC(=O)C(=O)O)cc2)o1
→ 5.0%[20 µM]	x	i	1.1	-19.0%	-1.0	46	0.3%	9.4%	-1.5%
45: COc1cc2c(cc1OC)CN(c1ccc([N+](=O)[O-])cc1Cl)CC2
→ 16.2%	0.8%	i	1	1.8%	3.1	51	0.7%	2.7%	6.2%
46: Cc1cccc(-n2cnc3cc([N+](=O)[O-])ccc32)c1
→ 21.3%	-0.4%	i	1	-26.4%	1.9	54	-0.2%	-45.9%	1.8%
47: CCN(CC)CCOC(=O)c1ccc([N+](=O)[O-])cc1
→ 20.4%	4.6%	i	x	15.5%	0.6	53	0.4%	3.6%	x
48: COC(=O)c1ccc(S(=O)(=O)NCc2ccc(S(N)(=O)=O)cc2)n1C
→ -5.4%	3.0%	i	x	-2.9%	-0.9	42	-0.2%	12.0%	x
49: COc1ccc(CCNC(=O)COC(=O)/C=C/c2cccs2)cc1OC
→ -56.3%	2.9%	i	1	-28.8%	0.6	69	1.1%	5.2%	0.4%
50: C/C(=N/NC(=O)CSc1nc2ccccc2n1C)c1ccc(O)cc1
→ -17.3%	1.2%	i	1	-47.2%	-0.7	96	0.9%	7.4%	0.6%
51: CCN(CC(=O)Nc1ccccc1OC)C(=O)Cn1cnc2ccccc2c1=O
→ -1.3%	2.3%	i	1.1	-34.9%	0.2	67	0.0%	9.6%	-1.8%
52: COc1ccc(/C=C2\CCCc3c2nc2ccccc2c3C(=O)OCC(=O)c2c(N)n(C)c(=O)n(C)c2=O)cc1
→ -23.3%	5.8%	i	1	63.5%	5.0	77	0.6%	22.0%	0.4%
53: CC(C)C(=O)Nc1ccc(Cl)cc1-c1nc2ccccc2[nH]c1=O
→ 2.4%[20 µM]	5.6%	x	x	34.6%	-1.1	17	0.4%	-13.1%	x
54: Cc1cc(NC(=O)C(=O)c2cn(C)c3ccccc23)no1
→ -3.6%	-2.4%	i	1.1	-15.7%	-0.8	55	-0.4%	9.6%	-2.4%
55: Cc1c(C(=O)Nc2c(C)n(C)n(-c3ccccc3)c2=O)oc2ccc(Cl)cc12
→ -2.1%	0.4%	x	x	0.4%	-0.8	56	-0.1%	30.4%	x
56: COC(=O)CC1=NN(c2nc(C)cc(C)n2)C(=O)C1
→ -21.8%	0.1%	i	1.2	-19.5%	0.0	62	0.1%	8.7%	-1.4%
57: COC(=O)Nc1ncc(CN2CCC(c3ccccc3)CC2)s1
→ -22.0%	-3.8%	i	1.1	-37.0%	0.9	88	-0.3%	-2.6%	-2.3%

From PubChem BioAssay

Some of the compounds tested; rates above refer to the full screens.
